Screens: PubChem BioAssay, several laboratories
STAT1 act – STAT1 signaling activators, primary screen, cell-based, HTS, luciferase reporter; NIH 3T3 STAT1-luciferase reporter, IFN-gamma, luminescence; 100% = IFN-gamma alone, no compound; 200,000 tested, 2.6% active; AID 932, 2007; activation (% of control), % at 5.5 µM;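 active means activation above the screen-wide mean activation plus 3 SD, cut at about 130% in these data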;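 further: raw ratio to IFN-gamma control signal so 100% means no change and 0% no light; values of inactives mirror those of a sister screen read the other way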
APP transl inh – inhibitors of APP translation via 5'UTR reporter, primary screen, APP 5'UTR luciferase, SH-SY5Y cells; 190,000 tested, 0.82% active; SH-SY5Y APP 5'UTR-luciferase reporter, luminescence; inhibition, % at 2 µM; AID 1285, 2008;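 active means inhibition above a set limit, derived from the sample mean plus 3 SD, cut at about 45% in these data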; further: values of inactives mirror those of a sister screen read the other way
STAT3 act – IL-6 driven STAT3 reporter potentiators, primary screen, U3A cells, luciferase, luminescence, MLSCN library. activation (% of control), % at 5.6 µM. 190,000 tested, 0.91% active. IL-6 STAT3-luciferase reporter; 100% = signal with IL-6 EC80 alone;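 active means activation above the screen-wide mean of compound activation plus 3 SD, cut at about 130% in these data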;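 further: 0% = background luminescence of wells with medium and substrate only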
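Material: STAT1-lacking human U3A cells, STAT3 luciferase reporter | Benchmarks: IL-6-only wells as 100% reference | Probe or stimulus: IL-6 (33 ng/mL) | Timing: Compound 1 h, then IL-6 6 h at 37 °C | Detection: Luminescence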
RAM network inh – inhibitors of the yeast RAM network, primary screen, dse1pr::URA3 reporter, 5-FOA selection; S. cerevisiae dse1pr::URA3 reporter, 5-FOA growth OD615, 2 d; analog-sensitive cbk1-as2 kinase mutant strain; inhibition, % at 50 µM; AID 868, 2007; 190,000 tested, 1.8% active;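 active means inhibition above a set limit, 3 SD over mean compound inhibition, cut at about 8.4% in these data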;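 further: 0% = DMSO-only wells with no growth and 100% = 10 µM 1-NA-PP1 full growth; inhibition rescues growth on 5-FOA so higher OD means more RAM inhibition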
Hsp70 activator – Hsp70 transcriptional activators, primary screen, cell-based, HeLa, Hsp70 promoter luciferase, luminescence, 10 µM. HeLa Hsp70 promoter luciferase reporter; scaled: vehicle 0, proteasome-inhibitor control 100%. activation, % at 10 µM. 200,000 tested, 0.04% active. AID 1203, 2008;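 active means activation above the mean across all tested compounds plus 3 SD, cutoff set per campaign, cut at about 5.5% in these data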;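 further: 100% = MG132 at 30 µM as the positive control and 0% = DMSO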
NF-kB expr up – activators of NF-kB expression in neurons, primary screen, cell-based, HTS | 190,000 tested, 1.6% active | fold change at 12.5 µM | human neuronal cells, NF-kB reporter expression; stronger effect = higher value; in the data active means fold change above about 3.3
STAT3 inh – IL-6 driven STAT3 reporter inhibitors, primary screen, U3A cells, luciferase, luminescence, MLSCN library; 190,000 tested, 0.89% active; inhibition, % at 5.5 µM; IL-6 STAT3-luciferase reporter; host cell line lacks STAT1;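 active means inhibition above the mean inhibition across all screened compounds plus 3 SD, cut at about 44% in these data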;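 further: 0% = DMSO only wells and 100% = 100 µM nifuroxazide control wells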
APP 5'UTR act – activators of APP 5'UTR luciferase reporter, primary screen, SH-SY5Y cells. SH-SY5Y APP 5'UTR luciferase reporter, luminescence; zero percent = DMSO vehicle wells. activation, % at 2 µM. 190,000 tested, 1% active;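 active means activation above a set limit, based on mean plus 3 SD of controls, cut at about 140% in these data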; further: values of inactives mirror those of a sister screen read the other way
STAT1 inh – STAT1 signaling inhibitors, primary screen, cell-based, HTS, luciferase reporter. 200,000 tested, 0.35% active. AID 920, 2007. NIH 3T3 STAT1-luciferase reporter, IFN-gamma, luminescence. inhibition, % at 5.5 µM;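 active means inhibition above a set limit, the mean inhibition across all tested compounds plus 3 SD, cut at about 34% in these data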;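 further: 0% = IFN-gamma with DMSO and 100% = IFN-gamma with 300 µM nifuroxazide; values of inactives mirror those of a sister screen read the other way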
FLuc inhib CS – firefly luciferase enzyme inhibitors, primary screen, artefact control for luciferase-based inhibitor screens, biochemical, luminescence, ATPLite | AID 1006, 2008 | 10 min | 200,000 tested, 1.5% active | Luciferin 4-monooxygenase (Photinus pyralis), P08659 | inhibition, % at 10 µM;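 active means inhibition above about 50% when tested at 10 µM, limit read from the data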
Target sequence (P08659 whole entry, looked up): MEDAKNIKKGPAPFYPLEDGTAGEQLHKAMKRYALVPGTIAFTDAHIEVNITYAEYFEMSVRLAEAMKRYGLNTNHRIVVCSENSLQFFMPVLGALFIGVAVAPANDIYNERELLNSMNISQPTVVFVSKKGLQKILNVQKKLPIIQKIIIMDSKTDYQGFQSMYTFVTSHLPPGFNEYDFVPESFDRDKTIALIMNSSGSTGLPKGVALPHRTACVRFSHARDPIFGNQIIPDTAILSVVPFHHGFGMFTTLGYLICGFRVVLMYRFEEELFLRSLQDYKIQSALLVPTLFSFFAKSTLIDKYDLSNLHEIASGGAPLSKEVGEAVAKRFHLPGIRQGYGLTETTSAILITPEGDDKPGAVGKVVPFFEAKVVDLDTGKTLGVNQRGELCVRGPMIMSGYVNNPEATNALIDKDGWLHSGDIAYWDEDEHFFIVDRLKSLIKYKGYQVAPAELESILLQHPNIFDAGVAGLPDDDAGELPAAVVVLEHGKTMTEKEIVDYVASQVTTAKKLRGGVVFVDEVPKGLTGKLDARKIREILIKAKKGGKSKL
The depositor's hits bear a star; x = no result given. Compounds as they come; about 7.7% have a hit in one of these screens.

Below each compound – APP 5'UTR act	STAT3 inh	STAT3 act	NF-kB expr up	STAT1 inh	FLuc inhib CS	RAM network inh	Hsp70 activator	STAT1 act	APP transl inh
1. CCn1c(N)c(C(=O)NC)sc1=S
→ 6	4	100	1.4	0	-1	1.6	0.1	99	-6
2. N#Cc1cc2c(ccc3ccccc32)oc1=O
→ -1	10	95	1.1	-7	3	2.8	-0.1	105	1
3. COc1cccc(C(=O)Nc2cccc(C(=O)NC3=NN(c4c(Cl)cc(Cl)cc4Cl)C(=O)C3)c2)c1
→ 7	0	104	0.99	0	-2	2.1	0.1	100	-7
4. CCOC(=O)N1CCN(C(=O)CSc2nnc(-c3ccccc3OC)o2)CC1
→ 7	-2	104	1	11	-2	0.9	-0.2	90	-7
5. O=C(CN1C(=O)COc2ccccc21)N1CCN(c2ccccc2F)CC1
→ 17	1	103	1.1	6	-3	0.7	-0.2	96	-17
6. COC(=O)CC1C(=O)NCCN1C(=O)CSc1nnc(Nc2ccc(C)cc2)s1 (stereo not drawn)
→ -16	-3	100	1.5	0	18	0.3	0.0	100	16
7. CSc1nnc(-c2sc(-c3ccccc3)nc2C)n1C
→ -7	16	91	1.2	-4	2	0.0	0.1	104	7
8. O=C(c1ccccn1)N1CCN(S(=O)(=O)c2ccc3ccccc3c2)CC1
→ 20	15	94	1.3	8	-1	0.3	0.0	91	-20
9. CCOc1ccc(Cc2c(Cl)nc(N)nc2Cl)cc1
→ 13	8	96	0.92	-1	-4	2.8	0.5	101	-13
10. NC(=O)Nc1ccc(C(=O)OCC(=O)Nc2ccc([N+](=O)[O-])cc2C(F)(F)F)cc1
→ -8	1	99	0.91	-3	-2	2.5	0.0	103	8
11. CCOc1cccc2c1OC(c1cc(OC)c(OC)c(OC)c1)N1N=C(c3ccc(C)o3)CC21 (stereo not drawn)
→ 137*	-3	104	0.82	12	52*	1.6	-0.1	89	-137
12. N#C/C(=C\C=C\c1ccccc1[N+](=O)[O-])c1nc(-c2ccc3c(c2)OCO3)cs1
→ -2	9	100	1	8	-5	1.9	0.1	95	2
13. CC(C)Sc1nc(SCC(=O)NCc2ccco2)c2c3c(sc2n1)COC(C)(C)C3
→ -2	-15	118	0.77	-27	7	4.2	0.0	126	2
14. NNC(=O)CN1C(c2ccccc2)=Nc2ccc(Br)cc2C1c1ccccc1 (stereo not drawn)
→ -2	-1	102	1.1	-1	-2	1.3	0.5	100	2
15. Cc1noc(C)c1C(=O)OCC(=O)NC1CC1
→ x	0	99	1	1	-7	1.9	-0.3	99	x
16. COc1ccc(CC(=O)NCc2nnc(SCC(=O)Nc3cccc(F)c3)n2C)cc1
→ 7	9	97	1.1	7	31	2.2	-0.1	91	-7
17. Nc1c(C(=O)NCCN2CCOCC2)c2nc3ccccc3nc2n1-c1ccccc1
→ -8	15	92	0.81	0	4	0.4	0.0	100	8
18. CN(C)C(=O)NC(NC(=S)Nc1ccccc1)C(Cl)(Cl)Cl (stereo not drawn)
→ -1	28	83	0.89	4	-7	1.5	0.3	97	1
19. COc1ccc(NC(=O)Nc2ccc(N(C)C)cc2)cc1
→ 94	-4	104	1.6	-40	22	0.6	0.0	137*	-94
20. Cc1ccc(-c2nnc(N3CCCCC3)c3ccccc23)cc1S(=O)(=O)N(C)C
→ 1	6	96	0.71	4	-7	0.4	-0.4	97	-1
21. CCc1ccc2[nH]c(=O)c(CN(CCCN3CCOCC3)C(=O)Nc3ccc(Cl)cc3)cc2c1
→ 7	-8	112	0.51	3	-8	-0.2	-0.2	97	-7
22. Cc1nnc(SCC(=O)NC2CCS(=O)(=O)C2)n1Cc1ccccc1 (stereo not drawn)
→ 0	-4	104	1.3	-3	1	-0.8	1.4	104	0
23. NNC(=O)c1nn(-c2ccc(Cl)cc2)ccc1=O
→ 7	13	93	1	-5	0	0.0	-0.1	105	-7
24. COC(=O)c1cc(N2C(=O)C3C(C2=O)C2(C)C=CC3(C)O2)ccc1Cl (stereo not drawn)
→ 3	-5	109	1.3	11	-2	-0.6	-0.4	90	-3
25. CSCCC(NS(=O)(=O)c1ccc2ccccc2c1)C(=O)O (stereo not drawn)
→ -5	2	98	1.1	4	-1	-0.1	-0.4	99	5
26. Cc1cc(C)n2cc(CSc3ncn[nH]3)nc2n1
→ 17	6	95	1	1	-6	0.4	0.7	100	-17
27. Clc1nc(NCCN2CCOCC2)nc(NCc2ccccc2)n1
→ 11	10	96	x	0	-4	1.6	0.0	99	-11
28. Cc1noc(C)c1COc1ccc(C(=O)OCC(=O)Nc2ccc3c(c2)OCO3)cc1
→ 13	8	97	0.93	2	-6	4.9	0.1	98	-13
29. CSc1nc2ccc(NC(=O)C3CCCO3)cc2s1 (stereo not drawn)
→ 29	8	96	2.1	-34	18	0.8	-0.2	132*	-29
30. O=C(CCc1nc(-c2ccccc2F)no1)NCCN1CCN(Cc2ccccc2)CC1
→ 4	8	95	0.94	1	-6	2.4	-0.3	99	-4
31. COc1ccc(-c2noc(CN3CCN(c4ccccc4F)CC3)n2)cc1OC
→ -1	5	101	1.1	-5	-9	1.6	-0.2	104	1
32. COc1ccc2cc(C(=O)NCC(=O)O)sc(=O)c2c1OC
→ 4	2	102	1.1	-5	-5	0.7	0.0	105	-4
33. C=CCOc1ccc(/C(O)=C2/C(=O)C(=O)N(CCN3CCOCC3)C2c2ccc(C)cc2)cc1 (stereo not drawn)
→ -6	-4	105	1.2	-2	-3	1.7	-0.2	102	6
34. CN1CCN(C(CNS(=O)(=O)c2ccc(Cl)cc2)c2cccnc2)CC1 (stereo not drawn)
→ 6	1	104	1.1	9	-6	0.5	0.1	92	-6
35. COc1cccc(-c2nc(CCl)cs2)c1
→ -26	13	93	1.7	-15	7	-0.3	0.2	113	26
36. COc1cccc2c(=O)n(CC(=O)NC3CCCCC3)ccc12
→ -5	-1	108	0.98	-12	-2	1.7	0.0	111	5
37. COc1ccc(N2CCN(C(CNC(=O)c3cccc(Cl)c3)c3cccnc3)CC2)cc1 (stereo not drawn)
→ 1	3	101	1	-2	-4	-0.3	-0.1	101	-1
38. CCCC(C)C(=O)Nc1cccc(NC(C)=O)c1 (stereo not drawn)
→ 6	-5	106	1.1	0	-2	2.2	0.2	100	-6
39. COc1ccc(/C=N/NC(=O)Cc2ccc(Cl)cc2)cc1OC
→ 10	-2	114	1.1	3	-3	1.0	-0.1	97	-10
40. CCCNc1nc2c(c(=O)n(C)c(=O)n2C)n1Cc1cccc(C)c1
→ 8	27	79	0.65	23	-1	2.6	-0.2	79	-8
41. O=C(CCCCn1c(=O)c2ccccc2n(Cc2ccccc2)c1=O)NC1CCN(Cc2ccccc2)CC1
→ 24	-9	108	0.96	-3	-2	0.7	-0.4	102	-24
42. COc1ccc(N2C(=O)C3CCCN3C2c2ccccc2)cc1 (stereo not drawn)
→ -4	4	101	0.9	-3	-8	0.3	-0.2	103	4
43. O=C(Nc1ccccn1)c1ccc2c(c1)OCO2
→ 99	16	89	2.7	-28	47	-1.0	0.1	125	-99
44. CCCCCn1c(=S)[nH]c2ncccc2c1=O
→ -8	16	94	0.94	-6	-5	1.4	-0.1	106	8
45. COc1ccc(C(=O)Nc2nc3c(s2)CCCC3)cc1S(=O)(=O)N1CCCc2ccccc21
→ -14	-10	106	0.7	2	4	4.6	-0.2	98	14

Random excerpt: 2 compounds from above.
Below each compound – APP 5'UTR act	STAT3 inh	STAT3 act	NF-kB expr up	STAT1 inh	FLuc inhib CS	RAM network inh	Hsp70 activator	STAT1 act	APP transl inh
37. COc1ccc(N2CCN(C(CNC(=O)c3cccc(Cl)c3)c3cccnc3)CC2)cc1 (stereo not drawn)
→ 1	3	101	1	-2	-4	-0.3	-0.1	101	-1
44. CCCCCn1c(=S)[nH]c2ncccc2c1=O
→ -8	16	94	0.94	-6	-5	1.4	-0.1	106	8

New compounds follow.
Below each compound – APP 5'UTR act	STAT3 inh	STAT3 act	NF-kB expr up	STAT1 inh	FLuc inhib CS	RAM network inh	Hsp70 activator	STAT1 act	APP transl inh
46. Cc1ccc(OCC(=O)Nc2cc(C(=O)O)cc(C(=O)O)c2)cc1C
→ 0	7	97	1.1	-8	-5	4.9	-0.2	107	0
47. Cc1c(C(=O)C(=O)N2CC=C(c3ccccc3)CC2)c2ccccc2n1C
→ -82	-7	108	0.99	14	0	2.2	-0.3	88	82*
48. COc1ccc(C2CCCN2C(=S)Nc2ccc(C)c(C)c2)cc1OC (stereo not drawn)
→ 4	16	96	0.85	6	-8	1.0	0.2	94	-4
49. Nc1nonc1C(=O)N/N=C/c1ccc(-c2ccc(Cl)c(C(=O)O)c2)o1
→ 4	-6	109	1.2	-19	7	2.5	-0.1	114	-4
50. COc1cccc(OC)c1CNC(=O)CCSCc1ccccc1F
→ 16	3	109	1.2	-3	-3	1.5	-0.3	102	-16
51. O=C(Nc1ccc(OC(F)(F)F)cc1)c1ccc(-n2cncn2)nc1
→ 11	38	70	1.1	1	-9	6.0	-0.1	99	-11
52. COc1ccccc1NC(=O)COc1ccc(Br)cc1CO
→ -6	22	82	1.3	-12	0	3.9	0.0	111	6
53. O=C(OCC(=O)N1CCN(c2ccccc2)CC1)c1cnc(Cl)c(Cl)c1
→ 8	-2	104	0.94	-1	-3	0.5	-0.2	100	-8
